12-hLO inh: qHTS Assay for Inhibitors of 12-hLO (12-human lipoxygenase); AID 1452, 2008; Polyunsaturated fatty acid lipoxygenase ALOX12 (Homo sapiens), P18054; 150,000 compounds, 0.12% hits; Potency, µM (highest dose often 57.1 µM), without a hit: top-dose activity change, negative = inhibition, usual class: inhibitors; purified 12-hLO, xylenol orange hydroperoxide absorbance; also: potency is read from the fitted curve at half-maximal effect; nearly all actives have a fitted effect of over 55% in size; many of its hits are not listed in these tables
Target sequence (P18054 whole entry, looked up): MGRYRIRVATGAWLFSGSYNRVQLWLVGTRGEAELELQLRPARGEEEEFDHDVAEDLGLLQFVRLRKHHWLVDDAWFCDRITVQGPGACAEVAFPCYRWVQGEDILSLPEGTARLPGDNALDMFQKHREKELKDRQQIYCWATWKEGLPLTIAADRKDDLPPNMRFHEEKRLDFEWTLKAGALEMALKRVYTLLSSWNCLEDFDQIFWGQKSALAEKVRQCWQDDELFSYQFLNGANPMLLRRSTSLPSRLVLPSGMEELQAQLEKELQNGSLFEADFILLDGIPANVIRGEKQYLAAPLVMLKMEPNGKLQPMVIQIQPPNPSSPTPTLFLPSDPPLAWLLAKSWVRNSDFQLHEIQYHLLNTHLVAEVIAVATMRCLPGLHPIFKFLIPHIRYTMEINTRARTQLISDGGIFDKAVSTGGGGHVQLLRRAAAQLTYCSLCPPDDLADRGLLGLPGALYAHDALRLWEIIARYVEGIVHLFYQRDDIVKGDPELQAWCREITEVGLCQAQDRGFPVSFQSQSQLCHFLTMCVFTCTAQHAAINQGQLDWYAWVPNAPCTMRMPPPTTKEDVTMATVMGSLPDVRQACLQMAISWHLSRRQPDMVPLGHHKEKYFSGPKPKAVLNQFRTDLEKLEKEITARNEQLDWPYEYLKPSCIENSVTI
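Lipoxygenase turnover measured by absorbance at 573 and 405 nm after Fe-XO development. Human 12hLO 150 nM, arachidonate 40 uM, pH 7.0 Hepes buffer with detergent; 15 min compound preincubation, 30 min reaction.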
ALOX15B inhib: qHTS Assay for Inhibitors of 15-hLO-2 (15-human lipoxygenase 2); purified 15hLO-2, xylenol orange hydroperoxide absorbance; Polyunsaturated fatty acid lipoxygenase ALOX15B (Homo sapiens), O15296; Potency, µM (titrated, usually from 57.1 µM), for inactives: at the top dose activity change, negative = inhibition, most hits filed as inhibitors; 110,000 compounds, 0.56% hits; also: potency is read from the fitted curve at half-maximal effect; nearly all actives have a fitted effect of over 60% in size; many of its hits are not listed in these tables
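Purified human 15hLO-2 (50 nM) preincubated 15 min with compound, then 45 uM arachidonic acid for 90 min at RT in 25 mM Hepes pH 7.5, 0.01% Triton X-100. Hydroperoxide detected by Fe-xylenol orange; 573/405 nm absorbance ratio.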
IMPase inh: qHTS Assay for Identifying the Cell-Membrane Permeable IMPase Inhibitors. Inositol monophosphatase 1 (Rattus norvegicus), P97697. CHO-M1 cells, IP1 accumulation, HTRF TR-FRET ratio. inhibition (IP1 accumulation), % at 46.1 µM. 120,000 tested, under 10 active; active = well fitted curve in the direction sought with a large enough effect in the signal ratio, not every such curve was filed as active; inconclusive = small, poorly fitted or top-dose-only effect, or a change in a side signal; inactive = no such curve, though single readings can be large or run the other way; the % refers to the signal ratio;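 also: cells stimulated with carbachol in lithium chloride buffer; plate controls were DMSO basal wells for no effect and reference inhibitor wells for full effect; higher means more IMPase inhibition seen as more IP1 and lower FRET ratio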
Target sequence (P97697 whole entry, looked up): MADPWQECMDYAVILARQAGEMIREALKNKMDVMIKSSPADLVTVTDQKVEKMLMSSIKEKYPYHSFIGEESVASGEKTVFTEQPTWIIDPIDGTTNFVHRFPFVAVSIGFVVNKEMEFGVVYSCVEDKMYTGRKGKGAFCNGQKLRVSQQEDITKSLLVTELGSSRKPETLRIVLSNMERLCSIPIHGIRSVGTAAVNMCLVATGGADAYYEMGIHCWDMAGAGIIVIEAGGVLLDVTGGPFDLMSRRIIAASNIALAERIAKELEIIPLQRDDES
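Seeded CHO-M1 cells were dosed with compound at up to 46 uM, stimulated with carbachol for 30 min, then lysed in IP-One detection reagents. Higher IP1 lowers the TR-FRET signal.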
PNC inhibitor: High Content Assay for Compounds that inhibit the Assembly of the Perinucleolar Compartment. PC3M PTB-GFP, PNC prevalence imaging, 16 h; stronger effect = lower value. activity change (PNC), negative = inhibition, % at 10 µM. 140,000 compounds, 3.1% hits. AID 2417, 2010;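 active = readout at or below -70, meaning at least 70% loss of cells showing the perinucleolar compartment, a nuclear body marking cancer cells; inconclusive = readout between -30 and a set limit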;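 also: plate controls were DMSO wells for no effect and camptothecin positive control wells for full effect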
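Read-out is percentage of cells bearing a perinucleolar compartment, from automated 20x imaging of fixed, Hoechst-stained PC3M PTB-GFP cells. Cells were seeded 4 h, then exposed 16 h to compound (23 nl of library stock) in duplicate plates.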
* = called active by the depositor; ? = inconclusive; nt = no result given; & = joins results of further samples; [ ] = dose if it differs, or a comment. Unless noted, calls follow the shape of the dose curve; as a rule, active = well fitted curve in the direction sought with a large enough effect; inconclusive = small, poorly fitted or top-dose-only effect, or another doubt; inactive = no such curve, though single readings can be large; an effect the other way counts as inactive or inconclusive. Unless noted, % is scaled to controls: 0 for no effect and ±100 for the full control effect.

Structure	12-hLO inh	ALOX15B inhib	IMPase inh	PNC inhibitor
Cc1ccc(C2CC(=O)c3cnn(-c4nc(C)cc(C)n4)c3C2)cc1 (centres undefined)	-2%	nt	nt	-11
CN(C)CCCNc1oc(-c2ccc(Cl)cc2)nc1C#N	19%	nt	-4	240
CC1(C)Cc2c(sc(NC(=O)c3ccco3)c2C(=O)O)CO1	-6%	0%	1	-10
CCOc1ccc(C(=O)NC(=S)Nc2ccc(NC(=O)c3ccco3)cc2)cc1[N+](=O)[O-]	0%	nt	-1	-14
COc1ccc(NC(=O)c2ccccc2NC(=O)c2ccco2)c(OC)c1	-2%	10%	-3	?
O=C(O)C1CC=CCC1C(=O)NC12CC3CC(CC(C3)C1)C2 (centres undefined)	-2%	-3%	-2	-20
CN1C(=O)c2cccc(N(C)C)c2C1=O	0%	-4%	-15	-25
COc1cc(S(=O)(=O)Nc2c(C)cc(C)cc2C)ccc1Cl	-8%	3%	3	?
Cn1c(=N)n(CC(=O)O)c2ccccc21	2%	0%	12	22
CC1CCCN(CC(O)CN)C1 (centres undefined)	-4%	nt	7	-7
CCOc1ccc(Cl)cc1CSc1ncn[nH]1	1%	nt	nt	28
O=C(CSc1nnc(-c2ccccn2)n1-c1ccc(Cl)cc1)Nc1ccc2c(c1)OCO2	-14%	-6%	-8	?
Cc1ccccc1OCC(=O)OC1CCN(C)CC1	2%	12%	11	17
COC(=O)c1ccc(C2C(C#N)=C(N)Oc3cc(C)n(C)c(=O)c32)cc1 (centres undefined)	-6%	6%	5	38
COc1ccccc1N1C(=O)CCC1(C#N)c1ccccc1 (centres undefined)	-5%	18%	?	32
COc1ccnc(CSC(N)=Nc2cccc(C(F)(F)F)c2)c1	-4%	nt	nt	18
CC1(C)CC(C(CC(=O)O)c2ccccc2)CCO1 (centres undefined)	0%	-13%	-1	-11
O=C(NCCCn1ccnc1)c1cc([N+](=O)[O-])cc([N+](=O)[O-])c1	6%	nt	-5	-25
COC(=O)C1=C(N)N(c2ccccc2C(F)(F)F)C2=C(C(=O)CCC2)C1c1ccc2c(c1)OCO2 (centres undefined)	-11%	-11%	6	5
Cn1c(=O)c(C(=O)CSc2nncs2)c(N)n(Cc2ccccc2)c1=O	-6%	0%	-1	15
O=C(N1CCOCC1)N1CCN(c2nc(-c3ccc(F)cc3)cs2)CC1	2%	-1%	-6	?
CC1CCC(NC(=O)Cn2c(=O)[nH]c3ccsc3c2=O)CC1 (centres undefined)	-3%	-9%	-12	-27
CCOc1ccc(-c2cc(N)n(S(=O)(=O)c3ccc(OC)c(OC)c3)n2)cc1	1%	3%	10	?
CCOc1ccc(S(=O)(=O)c2c(C(=O)c3ccc(C)cc3)cnc3cc4c(cc23)OCCO4)cc1	2%	nt	-1	-24
CC(C)CCn1c(Sc2nc3ccccc3s2)nc2c1c(=O)[nH]c(=O)n2C	-12%	-8%	9	?
CCN(CC)C(=O)CSc1nc2ccccc2c(=O)n1OC(C)C	2%	-2%	4	-13
CCOC(=O)c1c(CN2CCN(CCO)CC2)n(C)c2cc(Br)c(OC)cc12	5%	7%	?	6
Cc1c(C(=O)Nc2ccc3c(c2)OCCO3)sc2nc(-c3ccccc3)cn12	2%	nt	20	42
O=c1c2ccccc2oc2nc3ccn(Cc4ccncc4)c(=O)c3cc12	-6%	18%	1	3
CCOC(=O)N1CCC(n2c(=S)[nH]c3cc(OCC)c(OCC)cc3c2=O)CC1	-1%	-6%	-1	6

Some of these compounds in order of length of the SMILES, rising.
Structure	12-hLO inh	ALOX15B inhib	IMPase inh	PNC inhibitor
Cc1ccccc1OCC(=O)OC1CCN(C)CC1	2%	12%	11	17
CN(C)CCCNc1oc(-c2ccc(Cl)cc2)nc1C#N	19%	nt	-4	240
O=C(N1CCOCC1)N1CCN(c2nc(-c3ccc(F)cc3)cs2)CC1	2%	-1%	-6	?

Next section
Structure	12-hLO inh	ALOX15B inhib	IMPase inh	PNC inhibitor
CCn1c(C)nc2c1C(=O)c1ccccc1C2=O	-7%	-10%	0	-28
COc1cc(CNCc2ccccn2)ccc1OCc1ccc(Cl)cc1	-1%	nt	-9	?
CC1NC2(C(=O)N(Cc3ccccc3)c3ccccc32)C2C(=O)N(c3ccccc3)C(=O)C12 (centres undefined)	4%	-4%	-4	-21
COc1cc(/C=N/NC(=O)C(=O)/C=C2\NC3(CCCC3)Cc3ccccc32)ccc1O	0%	nt	4	17
CC(=O)Nc1cc(C(=O)OC(C(=O)c2ccccc2)c2ccccc2)ccc1C (centres undefined)	-4%	-11%	10	9
Cc1ccc(OCC(=O)NC2CCCC2)c(C)c1	-2%	-3%	2	?
Cc1ccc([C@@H]2C3COCC=C3C(C#N)=C(N)C2(C#N)C#N)o1 (some centres undefined)	-9%	-5%	-2	16
CCCN(CCC)S(=O)(=O)c1ccc(C(=O)Nc2nnc(-c3cc(OC)cc(OC)c3)o2)cc1	7%	27%	0	?
Cc1ccc(N2C(=O)c3ccc(N)cc3C2=O)cc1C	2%	5%	-4	39
Cc1cc(NC(=O)c2cc(-c3ccccn3)nc3ccccc23)no1	1%	3%	3	-3
CCc1cc2c(=O)c(Oc3ccccc3F)c(C)oc2c(CN(C)C)c1O	-10%	?	-11	63
COc1ccc(/C=N/OCC(=O)Nc2nc3ccccc3s2)cc1	0%	nt	nt	?
Cc1occc1C(=O)Nc1nnc(C(F)(F)F)s1	0%	-4%	10	?
Brc1ccc(-c2ccccc2)cc1	-1%	-15%	nt	nt
CCCOC(=O)c1c(-c2ccc(C)cc2C)csc1NC(=O)C1C2CCC(O2)C1C(=O)O (centres undefined)	-5%	nt	nt	-12
COc1ccccc1/C=C/C(=O)c1c2c(c(C)[nH]c1=O)CCCC2	-3%	-7%	2	-29
CCC/C=C(\CCC)C(NS(=O)(=O)c1ccc(Cl)cc1)c1ccccc1 (centres undefined)	0%	-10%	nt	nt
CN(C)CCSc1nc(-c2ccccc2)nc2c1CCC2	-2%	nt	-3	55
CCNCCCNCCCNCCCNCC	19%	55%[activator]	-2	nt
CCOC(=O)c1nnc(-c2ccc(C)cc2)nc1Oc1ccc(Cl)cc1Cl	2%	-4%	7	32
CNS(=O)(=O)c1cccc(C(=O)Nc2cccc(Cl)c2)c1	-3%	2%	0	-94*
Cc1cc(C)c[n+](-c2nc3ccccc3nc2[N-]S(=O)(=O)c2ccc(Br)s2)c1	2%	nt	nt	29
CCN(CC)S(=O)(=O)c1ccc(N=NC2=C(O)CCCC2=O)cc1	-10%	nt	-3	?
CCn1cc(SCC(=O)Nc2cc(C)on2)c2ccccc21	-6%	nt	-2	-3
COc1ccc(OC)c(CNC(=O)C2CCCN(C(=O)N(C)C)C2)c1 (centres undefined)	0%	12%	7	23
Nc1nc(CN2CCCCCC2)nc(Nc2ccccc2)n1	5%	47%[activator]	4	?
O=C1C=C(c2cccs2)C[C@H](c2ccccc2)[C@H]1n1nnc([N+](=O)[O-])n1	-9%	nt	-12	?
Cc1ccccc1NC(=O)N1CCCC1C(=O)NCc1cccs1 (centres undefined)	2%	nt	6	68
CN1CCN(C(=O)c2ccc(N(Cc3ccccc3Cl)S(C)(=O)=O)cc2)CC1	9%	1%	-6	43
COCC(C)NCc1ccccc1C (centres undefined)	-6%	-4%	2	-17
CCc1ccccc1OCC(=O)N(CC)CC(=O)NCc1ccc(F)cc1	4%	nt	-19	54
CC12CCC(C(=O)Nc3cccc(NC(=O)C45CCC(C)(C(=O)O4)C5(C)C)n3)(OC1=O)C2(C)C	-1%	1%	14	?
N#Cc1c(-c2ccccc2)ccn(Cc2cccc(Cl)c2)c1=O	-7%	-18%	5	69
CN(C)c1ccc(CNC2CC(C)(C)NC(C)(C)C2)cc1	6%	39%[activator]	0	51
COc1ccc(C2CCCN2C(=O)Nc2ccc(F)cc2)cc1OC (centres undefined)	-2%	nt	nt	41
Cc1ccc(NC(=O)C(C)[n+]2ccccc2)cc1[N+](=O)[O-] (centres undefined)	1%	nt	nt	?
Cc1ccc(OCC(=O)NNC(=O)c2cccnc2)cc1	0%	-7%	-1	44
CCCCC(c1nnnn1C1CCCC1)N1CCN(C2CCCCC2)CC1 (centres undefined)	11%	6%[2.29 µM]	15	2
Cc1cccc(N=C2NC(=O)CS2)c1C	5%	2%	10	?
COc1cc(C(=O)Sc2ccc(Cl)cc2)cc(OC)c1OC	-4%	17%	6	?
O=C(NCc1ccco1)c1cc(-c2ccncc2)nc2ccccc12	0%	4%	-4	12
O=Cc1ccc(C(=O)O)cc1	-1%	-20%	nt	nt
O=C(NC1CCCCC1)C(c1ccccc1)N(Cc1ccc2c(c1)OCO2)C(=O)c1cnsn1 (centres undefined)	-3%	nt	2	-9
Cc1cccnc1NC(=O)CSc1nnc(Cc2ccccc2)o1	-3%	nt	-3	207
COc1ccccc1C(=O)N/C(=C/c1ccccc1)C(=O)NC(CCSC)C(=O)O (centres undefined)	2%	-5%	5	?
CCCCCCN(C(=O)CCCCCN1C(=O)NC(c2ccc(-c3ccccc3)cc2)C(C(=O)OCc2ccccc2)=C1C)C(C(=O)NCCCC)c1ccc(OCC(=O)OC)cc1 (centres undefined)	-1%&-4%	-9%	nt	75
CCC(C(=O)N1CCN(c2cccc(Cl)c2)CC1)c1ccccc1 (centres undefined)	-2%	2%[2.29 µM]	11	-20
COc1cccc(Cn2cnc3c(NS(=O)(=O)c4ccc(Cl)cc4)c(C)c(C)cc32)c1	6%	3%[11.4 µM]	8[1.84 µM]	?
CCC(CCC(=O)Nc1cccc(C(=O)O)c1)C(=O)O (centres undefined)	1%	nt	3	336
O=C(Nc1cccc2cccnc12)C1CCCC1	-1%	nt	nt	28
O=C(C[n+]1cc(-c2ccc(F)cc2)n2c1CCC2)Nc1nc(-c2ccc(F)cc2)cs1	1%	nt	nt	-24
CCOC(=O)/C=C/C(=O)OCC(=O)NCc1ccccc1	0%	nt	nt	27
O=C(Oc1ccccc1C(=S)N1CCCCC1)c1cc([N+](=O)[O-])cc([N+](=O)[O-])c1	-9%	nt	-3	-100*
COC(=O)c1ccccc1NC(=S)NC(=O)C1CCCCC1	?	nt	nt	?
COc1ccc(-n2c3c(cc(C(=O)N4CCCCC4)c2=O)C(=O)CC(C)(C)C3)cc1	3%	-3%	-5	?
CC(C)NC(=O)N1CCOCCOCCN(C(=O)NC(C)C)CCOCCOCC1	0%	6%	-5	2
O=c1c(-c2cc(F)cc(F)c2)nc2cnc(N3CCNCC3)nc2n1Cc1cccs1	2%	7%	nt	nt
COc1ccc(N(CC(=O)NC(C)(C)C)C(=O)c2ccco2)cc1	-6%	-6%	3	?
Cc1nn(CC(O)CN2c3ccccc3Sc3ccccc32)c(C)c1Br (centres undefined)	-15%	-28%	9	?
c1ccc(-c2csc(N3CCc4ccccc4C3)n2)cc1	0%	?	-3	-5
Cc1cc(C)cc(N(CC(=O)N2CCC(C)CC2)S(C)(=O)=O)c1	6%	1%	-15	-27

Screening data as filed in PubChem BioAssay.

Some of the compounds tested. The share of hits here may be higher or lower than overall.
